# From PubChem BioAssay
# IL1B NFkB inh – blocks IL-1B driven NFkB nuclear translocation in HUVEC cells | 94,000 compounds, 0.43% hits | AID 796 | HUVEC IL-1B NFkB p65 nuclear translocation imaging | inhibition, % at 2 µM;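 active = inhibition above about 30% together with a positive call from visual inspection of the well image, limit read from the data; inconclusive = inhibition above a set limit but visual check negative; inactive = inhibition not above a set limit, visual check negative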;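 note: nuclear over cytoplasmic p65 intensity ratio measured by imaging; 0% = IL-1B stimulated DMSO wells and 100% = unstimulated DMSO wells; values of inactives mirror those of a sister screen read the other way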
# MRP resist rev – reverses drug resistance mediated by MRP; H69AR cells + 2 uM doxorubicin, CellTiter-Glo, 72 h; differential viability (reversal), % at 10 µM; 85,000 compounds, 0.04% hits; AID 602;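 active = viability drop by adding the cancer drug above about 55%, with treated viability meeting a 40% cutoff, limit read from the data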;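 note: viability without doxorubicin minus viability with 2 µM doxorubicin for each compound; larger differential means the compound sensitizes cells more to doxorubicin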
# IL1B NFkB pot – enhances IL-1B driven NFkB nuclear translocation; HUVEC IL-1B NFkB p65 nuclear translocation imaging; activation, % at 2 µM; 94,000 compounds, 0.3% hits;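 active = activation above 40%, about the mean plus 3 SD, also judged a hit on visual image review; inconclusive = activation above 40% but not a hit on visual review; inactive = activation not above 40% and no visual hit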;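 note: percent activation is computed from the nuclear over cytoplasmic p65 intensity ratio; values of inactives mirror those of a sister screen read the other way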
# PLAP inhibition – PLAP enzyme inhibitors, biochemical, luminescence, HTS (AID 690); purified PLAP, luminescent substrate; higher % means a stronger effect; one-dose inhibition, % at 20 µM; IC50 in µM for titrated hits; 96,000 compounds, 0.08% hits; in the data active = a potency from the dose series; inactive = the rest, 99 in 100 with inhibition below about 30%; note: strong numbers were not always called active
# Bcl-B displacement – displacers of TR3 peptide from Bcl-B, primary screen, selectivity assay for Bfl-1 inhibitor project, biochemical, fluorescence polarization. displacement, % at 20 µM, or IC50 in µM where a hit was titrated. 96,000 compounds, 0.11% hits. FP displacement of FITC-TR3 peptide from Bcl-B; higher % means a stronger effect;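 active = displacement above 50% at 20 µM plus a fluorescence interference ratio under 1.5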;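 note: plate controls were wells without compound for no effect and wells lacking Bcl-B protein for full effect; a part of the inactive calls stands beside numbers as strong as those of hits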
# MRP resist rev cytotoxicity – second read-out of MRP resist rev, no call of its own (marks repeat the call); viability, %; H69AR cells, CellTiter-Glo, 72 h; measured here: cytotoxicity without doxorubicin
# MRP resist rev with doxorubicin – recorded beside MRP resist rev, whose call it bears; viability, %; measured here: viability with 2 uM doxorubicin; stronger effect = lower value
# IL1B NFkB inh cell count 2 µM – also measured in IL1B NFkB inh; calls as there; cell count; measured here: cells passing quality filter;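 raw number of nuclei counted in each imaged well without normalization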
# IL1B NFkB pot cell count 2 µM – second read-out of IL1B NFkB pot, no call of its own (marks repeat the call); cell count; measured here: cells passing quality filter
# Active calls of the source: *; ? = inconclusive; . = no result given.
# Values run as follows: IL1B NFkB inh	IL1B NFkB inh cell count 2 µM	MRP resist rev	MRP resist rev cytotoxicity	MRP resist rev with doxorubicin	IL1B NFkB pot	IL1B NFkB pot cell count 2 µM	PLAP inhibition	Bcl-B displacement
O=C(Cc1ccccc1)NC1CCN(C(=O)NCc2ccccc2)CC1
→ -19.8	67	11.5	95.4	83.9	19.8	67	10.8%	-7.0%
CCOC(=O)c1c(-c2cccc(C)c2)csc1NC(=O)c1c(-c2ccccc2)noc1C
→ 3.0	148	.	.	.	-3.0	148	-6.8%	-19.8%
COc1cccc(C(=O)Nc2nc(C)cs2)c1
→ -1.1	155	0.1	90.6	90.5	1.1	155	12.9%	-17.5%
CCOc1ccc(C(=O)OCC(=O)NCc2ccco2)cc1OCC
→ ?	.	-19.1	78.3	97.4	-33.2	152	-69.4%	.
CC1=NN(Cc2ccccc2)C(=O)/C1=C/c1ccc(N(C)C)cc1
→ -0.4	68	.	.	.	0.4	68	44.7%	-0.1%
CC(C)c1ccccc1NC(=O)c1cccc(NC(=O)c2ccccc2)c1
→ -11.6	179	-0.2	86.8	87.0	11.6	179	20.6%	-4.3%
CCN1CCN(C(=O)c2cc3c(=O)n4ccccc4nc3n2Cc2ccccc2)CC1
→ .	.	2.9	87.2	84.3	.	.	-71.5%	0.3%
CCCC(=O)NC1=C(C#N)C2(CCCCC2)Cc2ccccc21
→ -19.9	168	4.9	83.0	78.1	19.9	168	-6.9%	-6.0%
CC1CCCC(C(=O)O)N1C(=O)CCSC(=O)c1ccccc1 (configuration not stated)
→ -9.6	79	-8.1	96.3	104.3	9.6	79	-9.9%	-1.8%
Cc1ccc(N2C(=O)c3ccc(C(=O)O)cc3C2=O)cc1C
→ -2.4	137	3.9	96.6	92.7	2.4	137	-32.6%	1.9%
O=C(Cn1cnc2ccc(Cl)cc2c1=O)c1cccs1
→ 5.0	150	.	.	.	-5.0	150	16.4%	0.2%
CC(=O)Nc1ccc(C2NC(=O)c3ccccc3O2)cc1 (configuration not stated)
→ 1.9	136	6.0	87.0	81.1	-1.9	136	6.4%	-3.0%
CSc1nc(SCCO)c2sc3nc(-c4ccco4)c4c(c3c2n1)CC(C)(C)OC4
→ -3.9	110	.	.	.	3.9	110	-42.4%	-210.4%
O=C(CCCN1C(=O)c2ccccc2C1=O)Nc1nncs1
→ .	.	7.6	100.8	93.2	.	.	12.8%	-1.0%
CC(C)Sc1nc(N)c2c3c(sc2n1)CN(C)CC3
→ .	.	15.7	87.5	71.8	.	.	-0.2%	0.8%
CCOC(=O)N1CCN(C(=O)c2ccc3nc(SCc4ccc(F)cc4)n(C)c3c2)CC1
→ 7.2	67	.	.	.	-7.2	67	-25.8%	-3.8%
O=C(Cn1nc(-c2ccccc2)c2ccccc2c1=O)NCC1CCCO1 (configuration not stated)
→ .	.	.	.	.	.	.	4.0%	-0.8%
COc1ccc2nc(NC(=O)CSc3nccc(C)n3)sc2c1
→ -3.1	119	-13.0	81.4	94.4	3.1	119	-5.7%	3.8%
CCn1cc(C(=O)NC2CCc3ccccc32)c(=O)c2ccc(C)nc21 (configuration not stated)
→ -12.9	156	12.9	96.1	83.3	12.8	156	8.3%	-5.3%
CCOC(=O)c1cnc(SCc2nc(N)nc(Nc3ccc(C)cc3)n2)nc1N
→ -9.9	144	-18.9	35.2	54.1	9.9	144	21.5%	-1.8%
C=CCN(C(=O)c1cccc(S(=O)(=O)N2CCN(C)CC2)c1)c1nc(-c2ccccc2)cs1
→ 1.4	150	.	.	.	-1.4	150	-70.6%	-18.2%
Cc1ccc(C)c(Cn2cnc3c(cnn3C(C)(C)C)c2=O)c1
→ 4.6	129	8.9	94.2	85.3	-4.6	129	0.4%	-7.4%
Nc1nnc(SCc2ccc3c(c2)OCO3)s1
→ -30.3	147	-1.0	95.9	96.8	30.3	147	16.1%	-5.4%
CC(O)c1nc2ccc(Cc3ccc4nc(C(C)O)[nH]c4c3)cc2[nH]1 (configuration not stated)
→ -10.3	176	6.6	90.5	83.9	10.3	176	-80.1%	-14.4%
CC(C)(C)c1ccc(CN2N=Nc3ccccc3S2(=O)=O)cc1
→ 24.4	118	-3.5	0.7	4.2	-24.4	118	1.2%	1.1%
Cc1cc(NC(=O)COC(=O)COc2ccc3c(c2)CCC3)no1
→ .	.	-3.9	93.7	97.6	.	.	16.1%	-8.3%
CCOC(=O)C1CCCN(S(=O)(=O)c2ccc(F)c(C(=O)Nc3ccc(F)c(F)c3)c2)C1 (configuration not stated)
→ 10.4	180	14.0	95.6	81.7	-10.4	180	-7.5%	2.1%
Cc1ccc(S(=O)(=O)N(CC(=O)NCc2ccco2)C2CCCCC2)cc1
→ 7.6	89	6.6	94.6	87.9	-7.6	89	.	.
O=c1oc(-c2ccco2)nc2c1cnn2-c1ccccc1
→ 2.1	141	-5.2	90.0	95.2	-2.1	141	11.8%	-8.6%
COc1cc(OC)cc(-n2nnnc2SCC(=O)Nc2nc3c(s2)CCCC3)c1
→ 3.8	73	7.1	87.8	80.7	-3.8	73	12.7%	-0.3%
Cc1ccc(NC(=O)c2ccc(-c3nn(C)c(=O)c4ccccc34)cc2)cc1
→ -18.1	156	-27.5	34.6	62.1	18.1	156	21.9%	2.1%
CCCNC(=O)c1ccc2c(c1)ncn2-c1ccccc1OC
→ .	.	-17.7	80.2	97.9	.	.	13.4%	-3.7%
Cc1nnc(SCC(=O)NC2CC2)n1CCc1ccccc1
→ -1.7	182	-8.6	93.0	101.6	1.7	182	2.1%	0.3%
O=C(COC(=O)C1CCC1)Nc1ccc(Oc2ccccc2)cc1
→ -34.9	176	.	.	.	34.9	176	25.5%	-13.0%
CC1(C)CC(=O)C2=C(C1)Nc1cc3c(cc1C2c1ccc2c(c1)OCO2)OCO3 (configuration not stated)
→ -4.2	173	-0.7	76.5	77.2	4.2	173	-33.2%	18.2%
CN(C)c1ccc(C(c2nnnn2CCOC(=O)Nc2ccc(Cl)cc2)N2CCOCC2)cc1 (configuration not stated)
→ -12.7	115	-6.2	89.0	95.2	12.7	115	-76.8%	-36.3%
O=C(NCC1CCCO1)c1c(O)c2ccccc2[nH]c1=O (configuration not stated)
→ 8.8	142	-20.7	56.3	77.0	-8.8	142	17.4%	-1.7%
CC(=O)N1CCN(c2nc(C)nc3sc4c(c23)CCC(C)C4)CC1 (configuration not stated)
→ -1.7	156	-16.1	80.5	96.6	1.7	156	-35.5%	-7.5%
COc1ccc(NC(=O)C2Cc3ccccc3CN2C(=O)c2ccccc2)cn1 (configuration not stated)
→ 10.2	181	-4.2	80.5	84.7	-10.2	181	2.0%	80.7%
COC(=O)c1cc(Br)c(=O)n(CCc2ccc(F)cc2)c1
→ 25.9	60	12.9	94.9	82.0	-25.9	60	37.9%	-4.7%
O=C(O)CCC(=O)NCc1ccc(C(=O)O)cc1
→ 0.9	163	-1.2	96.0	97.2	-0.9	163	4.6%	11.3%
Cc1nn(-c2ccccc2)c2c1C(c1ccccc1)C(C#N)=C(N)O2 (configuration not stated)
→ 3.8	92	.	.	.	-3.8	92	-23.7%	-3.0%
CCc1ccc(NC(=O)Nc2ccc3c(c2)N(C)C(=O)CS3)cc1
→ 11.4	150	-20.1	93.9	114.0	-11.4	150	-0.2%	-6.1%
C=CCNc1oc(-c2ccc(OCC)cc2)nc1C#N
→ -0.4	163	19.9	107.2	87.4	0.4	163	23.2%	-2.7%
Cn1nccc1C(=O)NCCN1C(=O)OC(C)(C)C1(C)O (configuration not stated)
→ .	.	9.3	101.5	92.2	.	.	-0.9%	-5.2%
COc1ccc(NCc2nnc(SCC(=O)c3ccc(C)cc3)o2)cc1
→ -0.4	183	-5.9	94.1	100.0	0.4	183	-23.2%	-5.5%
COc1ccc(-n2c(Cc3cccn3C)nnc2SCC(=O)Nc2cccc(OC)c2)cc1
→ -8.4	59	-35.4	36.8	72.2	8.4	59	-56.0%	0.9%
COc1ccc(OC)c(NC(=O)c2c(NC(=O)c3ccco3)sc3c2CCC3)c1
→ 11.8	104	2.4	89.2	86.8	-11.8	104	-47.6%	-10.4%
C=C(C)Cn1c(CCCNC(=O)CC)nc2ccccc21
→ -11.8	129	.	.	.	11.8	129	.	.
Cc1ccc(NC(=O)CSc2nnc(Cc3cccn3C)n2-c2ccc(F)cc2)cc1
→ 6.6	69	0.6	95.8	95.3	-6.6	69	-47.5%	-1.8%
O=C1C2C3C=CC(C3)C2C(=O)N1c1nccs1 (configuration not stated)
→ -0.8	131	0.7	92.8	92.1	0.8	131	-2.5%	-1.7%
CCOC(=O)c1sc(C)c2c(=O)n(CC(=O)c3ccc(Br)cc3)nnc12
→ -7.5	171	-12.1	73.8	85.9	7.5	171	-6.6%	-3.1%
CCCCOC(=O)c1ccc(NC(=O)c2cnc3n(c2=O)CCS3)cc1
→ -2.6	106	1.0	80.7	79.7	2.6	106	7.2%	6.4%
O=c1c([N+](=O)[O-])c(N2CCCCCC2)c2ccccc2n1-c1ccccc1
→ 2.3	97	.	.	.	-2.3	97	6.2%	-2.8%
CC(C)Cn1c(-c2ccccc2F)n[nH]c1=S
→ 6.4	74	7.4	91.2	83.7	-6.4	74	-84.9%	-25.1%
Cc1cccc(NC(=O)CCc2c(C)nc3ncnn3c2C)n1
→ -7.7	88	12.1	90.7	78.7	7.7	88	4.4%	-3.7%
CC1CCc2nc(NC(=O)c3ccc(S(=O)(=O)N4CCCc5ccccc54)cc3)sc2C1 (configuration not stated)
→ -7.4	137	.	.	.	7.2	117	5.9%	-3.4%
O=S(=O)(N/N=C/c1ccc2c(c1)OCCO2)c1ccccc1
→ 5.4	108	.	.	.	-5.4	108	-13.4%	-11.4%
CN(C)C(=O)c1ccccc1Sc1cc(Cl)ccc1Cl
→ 3.1	119	.	.	.	-3.1	119	-9.5%	-15.5%
COc1ccc(CCNC(=O)COc2ccc(S(=O)(=O)N3CCOCC3)cc2)cc1OC
→ 3.7	179	18.4	97.7	79.4	-3.7	179	-8.2%	-15.2%

# (list continues)
# Values run as follows: IL1B NFkB inh	IL1B NFkB inh cell count 2 µM	MRP resist rev	MRP resist rev cytotoxicity	MRP resist rev with doxorubicin	IL1B NFkB pot	IL1B NFkB pot cell count 2 µM	PLAP inhibition	Bcl-B displacement
Cc1cccc(C(=O)Oc2ccc(/C=N/O)cc2)c1
→ 11.2	83	-11.9	76.2	88.0	-11.2	83	.	.
Cc1cccc(Cn2cc(/C=C/[N+](=O)[O-])c3ccccc32)c1
→ -10.0	107	.	.	.	10.0	107	-4.0%	0.5%
Cn1nnnc1SCc1ccc(C(=O)Nc2nccs2)cc1
→ -6.7	175	20.9	109.8	88.9	6.7	175	14.9%	8.1%
CCSc1nc2ccccc2n1Cc1cccc([N+](=O)[O-])c1
→ 2.5	119	.	.	.	-2.5	119	21.1%	1.9%
COc1cccc(-c2nnc(SCC(=O)Nc3cc(C)on3)o2)c1
→ 3.1	150	.	.	.	-3.1	150	19.8%	-8.8%
O=C(Oc1c(Cl)cc(Cl)c2cccnc12)c1ccco1
→ 1.7	54	-17.6	1.8	19.4	-1.7	54	-110.4%	-3.8%
Nc1nnc(Cc2ccc(Cl)c(Cl)c2)s1
→ 9.1	84	-6.8	84.6	91.4	-9.1	84	15.3%	6.6%
O=C(c1oc(=O)c2ccccc2c1-c1ccccc1)N1CCC(O)CC1
→ .	.	19.3	100.1	80.8	.	.	-36.9%	2.1%
Cc1ccc(C)c(NS(=O)(=O)c2ccc(OCC(=O)NCc3ccco3)cc2)c1
→ -4.4	121	-20.0	94.0	114.0	4.4	121	6.4%	-7.5%

# Quoted at random: 2 compounds from above.
# Values run as follows: IL1B NFkB inh	IL1B NFkB inh cell count 2 µM	MRP resist rev	MRP resist rev cytotoxicity	MRP resist rev with doxorubicin	IL1B NFkB pot	IL1B NFkB pot cell count 2 µM	PLAP inhibition	Bcl-B displacement
Cc1ccc(C)c(NS(=O)(=O)c2ccc(OCC(=O)NCc3ccco3)cc2)c1
→ -4.4	121	-20.0	94.0	114.0	4.4	121	6.4%	-7.5%
CC(C)Sc1nc(N)c2c3c(sc2n1)CN(C)CC3
→ .	.	15.7	87.5	71.8	.	.	-0.2%	0.8%

# Some of the compounds tested (hit frequency here may not be typical).
